Bioassay records (PubChem)
M1 ag parental – counter-screen for M1 agonists: effect in parental CHO-K1 cells; Fluo-8 calcium fluorescence; scaled to maximal ATP response, vehicle zero; activation, % at 3 µM; actives 0.48% (n = 360,000); AID 602248, 2012; in the data active = activation above about 15%;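 also: untransfected CHO-K1 host cells lacking M1 receptor as counterscreen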
M4 PAM – human M4 muscarinic receptor positive allosteric modulators, primary screen, CHO-K1 cells, Fluo-8 calcium fluorescence; activation, % at 3 µM; actives 0.4% (n = 360,000); AID 624126, 2012; Muscarinic acetylcholine receptor M4 (Homo sapiens), P08173; CHO-K1 hM4/Gqi5, ACh EC20; 0% = ACh EC20, 100% = maximal ACh;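 active = activation above its plate's cutoff, the mean activation of sample wells plus 3 SD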; also: some results filed as inactive read as strong as hits
Target sequence (P08173 whole entry, looked up): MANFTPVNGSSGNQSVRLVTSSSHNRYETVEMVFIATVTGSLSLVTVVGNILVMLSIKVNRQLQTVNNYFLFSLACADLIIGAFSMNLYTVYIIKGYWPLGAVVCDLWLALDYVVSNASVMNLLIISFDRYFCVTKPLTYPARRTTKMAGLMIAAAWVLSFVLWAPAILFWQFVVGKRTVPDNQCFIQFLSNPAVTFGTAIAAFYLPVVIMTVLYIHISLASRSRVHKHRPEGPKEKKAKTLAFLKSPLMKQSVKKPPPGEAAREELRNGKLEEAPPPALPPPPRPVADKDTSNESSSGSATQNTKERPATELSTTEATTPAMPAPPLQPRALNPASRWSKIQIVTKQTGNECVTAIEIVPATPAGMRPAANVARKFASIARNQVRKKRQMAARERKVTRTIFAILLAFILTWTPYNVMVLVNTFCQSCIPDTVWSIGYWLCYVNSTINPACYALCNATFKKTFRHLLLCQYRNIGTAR
M4 ag – human M4 muscarinic receptor agonists, primary screen, CHO-K1 cells, Fluo-8 calcium fluorescence; CHO-K1 hM4/Gqi5; vehicle 0%, full acetylcholine response 100%; Muscarinic acetylcholine receptor M4 (Homo sapiens), P08173; activation, % at 3 µM; actives 0.14% (n = 360,000); AID 624127, 2012;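 active = activation above the run mean over all test wells plus 3 SD, cut at about 32% in these data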;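 also: peak over basal fluorescence ratio per well then scaled between controls; 0% = DMSO wells and 100% = acetylcholine at EC100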
CHRM5 agonist – human M5 muscarinic receptor agonists, primary screen, CHO-K1 cells, Fluo-8 calcium fluorescence; CHO-K1 hM5 cells; 0% DMSO wells, 100% maximal acetylcholine response; AID 624037, 2012; actives 0.19% (n = 360,000); activation, % at 3 µM;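 active = activation above the run's mean over test compounds plus 3 SD, cut at about 23% in these data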;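 also: signal is peak over basal fluorescence ratio across the kinetic read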
Target sequence (P08912 whole entry, looked up): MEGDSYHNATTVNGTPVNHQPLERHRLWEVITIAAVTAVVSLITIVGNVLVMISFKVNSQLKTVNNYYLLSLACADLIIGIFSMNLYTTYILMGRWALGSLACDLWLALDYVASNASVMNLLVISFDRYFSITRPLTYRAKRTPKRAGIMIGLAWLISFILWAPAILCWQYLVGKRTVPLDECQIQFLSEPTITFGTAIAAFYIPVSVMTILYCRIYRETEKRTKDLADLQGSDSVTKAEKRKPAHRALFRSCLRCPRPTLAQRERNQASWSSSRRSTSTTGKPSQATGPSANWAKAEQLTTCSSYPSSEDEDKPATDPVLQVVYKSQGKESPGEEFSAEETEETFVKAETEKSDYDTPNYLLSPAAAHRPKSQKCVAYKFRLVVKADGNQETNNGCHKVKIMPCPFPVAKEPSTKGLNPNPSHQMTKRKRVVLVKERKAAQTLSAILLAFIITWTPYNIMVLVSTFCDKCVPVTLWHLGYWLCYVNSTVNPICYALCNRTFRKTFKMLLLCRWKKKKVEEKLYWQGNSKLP
M4 antag – human M4 muscarinic receptor antagonists, primary screen, CHO cells, Fluo-8 calcium fluorescence; Muscarinic acetylcholine receptor M4 (Homo sapiens), P08173; CHO-hM4 cells, ACh EC80; inhibition, % at 3 µM; actives 0.73% (n = 360,000); AID 624125, 2012;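 active = inhibition above its plate's cutoff, the mean inhibition of sample wells plus 3 SD, cut at about 27% in these data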;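 also: 0% = acetylcholine EC80 with DMSO and 100% = DMSO without agonist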
CHO-K1 Ca antag – M1 antagonist counterscreen hit in parental CHO-K1 cells; AID 602250; inhibition, % at 3 µM; ATP-induced calcium, Fluo-8 fluorescence; actives 0.6% (n = 360,000);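 active = inhibition above a per-plate cutoff, the plate's mean sample inhibition plus 3 SD, cut at about 24% in these data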;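 also: 0% = DMSO plus EC80 ATP and 100% = DMSO alone without ATP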
M5 PAM – human M5 muscarinic receptor positive allosteric modulators, primary screen, CHO-K1 cells, Fluo-8 calcium fluorescence | activation, % at 3 µM | CHO-K1 hM5, ACh EC20 PAM; 0% = ACh EC20, 100% = ACh EC100 | actives 0.3% (n = 360,000);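 active = activation above the run cutoff, the mean activation of all test compounds plus 3 SD, cut at about 18% in these data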
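system = human M5 receptor in CHO-K1 cells | reagent = EC20 acetylcholine as agonist stimulus | compound dosing = single-point, 3 µM nominal | incubation = Fluo-8 loading 80 min at 37 °C plus 30 min room temperature | detection = Fluo-8 calcium dye fluorescence, kinetic read | benchmarks = low control EC20 acetylcholine (0%), high control EC100 acetylcholine (100%)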
CHO-K1 Ca PAM – nonselective calcium activators in parental CHO-K1 cells, primary screen, counter-screen for M1 PAM project, cell-based, Fluo-8 calcium fluorescence, full deck, 1536-well; activation, % at 3 µM; ATP EC20; 0% at ATP EC20, 100% at ATP max; actives 0.02% (n = 360,000);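 active = activation above the run cutoff, the mean activation of all test compounds plus 3 SD, cut at about 40% in these data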;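 also: peak over basal fluorescence ratio in a 140 s read after ATP addition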
M5 antag – human M5 muscarinic receptor antagonists, primary screen, CHO cells, Fluo-8 calcium fluorescence. inhibition, % at 3 µM. actives 0.59% (n = 360,000). Muscarinic acetylcholine receptor M5 (Homo sapiens), P08912. CHO-hM5 cells, ACh EC80;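 active = inhibition above a per-plate cutoff, the mean of that plate's test compounds plus 3 SD, cut at about 27% in these data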;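 also: 0% = acetylcholine EC80 with DMSO and 100% = DMSO without agonist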
The depositor's hits bear a star.

SMILES | M1 ag parental | M4 PAM | M4 ag | CHRM5 agonist | M4 antag | CHO-K1 Ca antag | M5 PAM | CHO-K1 Ca PAM | M5 antag
CCOC(=O)c1cc(C#N)c(SCc2ccc(C#N)cc2)nc1C | -0.3 | 0.8 | -0.1 | -3.9 | 1.9 | -4.3 | 5.8 | 17.2 | -5.1
CCCS(=O)(=O)N1CCC(C(=O)NCCCN2CCCC2=O)CC1 | 2.0 | -3.8 | 0.1 | 0.0 | 4.8 | -5.2 | -4.0 | 2.9 | 5.3
CN(C)CCNC(=O)c1cccc(S(=O)(=O)Nc2ccc(F)cc2)c1 | 0.5 | 10.7 | 0.9 | -3.5 | 14.7 | 10.5 | 8.0 | -7.3 | -0.1
O=C(NCCc1ccco1)C(=O)NCC1OCCCN1S(=O)(=O)c1ccc(Cl)cc1 (configuration not stated) | 1.9 | -3.8 | 7.5 | 1.6 | -2.4 | -12.2 | -2.7 | -8.4 | 3.6
Cc1cc(C)n(-c2ccc(C(=O)NC3CCCCC3)cc2)n1 | 0.5 | 1.7 | 0.7 | -3.9 | 2.4 | -13.8 | -0.7 | 10.6 | 15.2
CC1CCN(S(=O)(=O)c2ccc(C(=O)OC(C)C(=O)NC3CCCCC3C)cc2)CC1 (configuration not stated) | 0.2 | -0.7 | 0.5 | 0.7 | 6.6 | -15.7 | -2.4 | 15.3 | -1.2
COc1ccc(C2C(C#N)=C(N)N(c3sc4c(c3C#N)CCCC4)C3=C2C(=O)CC(C)(C)C3)cc1OC (configuration not stated) | 0.8 | -2.2 | 0.4 | -10.8 | -2.0 | -6.6 | -0.4 | 17.7 | 9.5
O=C(N/N=C(/CC(=O)c1cccs1)C(F)(F)F)c1ccc(O)cc1 | -0.4 | 4.7 | -0.1 | -1.6 | 11.4 | 0.6 | 3.7 | 8.3 | -0.8
COCCN(C(=O)COC(=O)/C=C/c1cccc(C(F)(F)F)c1)c1c(N)n(CC(C)C)c(=O)[nH]c1=O | 0.8 | 4.7 | 0.5 | -1.1 | -7.3 | -15.5 | 10.0 | 22.8 | 6.2
CCOC(=O)c1cccc(NC(=O)C2(S(=O)(=O)c3ccc(Cl)cc3)CC2)c1 | 0.6 | 13.9 | -1.2 | -6.3 | -9.6 | -9.9 | -7.8 | 15.0 | 3.3

Sorted by length of the SMILES (lowest first): part of the list above.
SMILES | M1 ag parental | M4 PAM | M4 ag | CHRM5 agonist | M4 antag | CHO-K1 Ca antag | M5 PAM | CHO-K1 Ca PAM | M5 antag
CCOC(=O)c1cc(C#N)c(SCc2ccc(C#N)cc2)nc1C | -0.3 | 0.8 | -0.1 | -3.9 | 1.9 | -4.3 | 5.8 | 17.2 | -5.1
CN(C)CCNC(=O)c1cccc(S(=O)(=O)Nc2ccc(F)cc2)c1 | 0.5 | 10.7 | 0.9 | -3.5 | 14.7 | 10.5 | 8.0 | -7.3 | -0.1
O=C(N/N=C(/CC(=O)c1cccs1)C(F)(F)F)c1ccc(O)cc1 | -0.4 | 4.7 | -0.1 | -1.6 | 11.4 | 0.6 | 3.7 | 8.3 | -0.8
O=C(NCCc1ccco1)C(=O)NCC1OCCCN1S(=O)(=O)c1ccc(Cl)cc1 (configuration not stated) | 1.9 | -3.8 | 7.5 | 1.6 | -2.4 | -12.2 | -2.7 | -8.4 | 3.6
CCOC(=O)c1cccc(NC(=O)C2(S(=O)(=O)c3ccc(Cl)cc3)CC2)c1 | 0.6 | 13.9 | -1.2 | -6.3 | -9.6 | -9.9 | -7.8 | 15.0 | 3.3
CC1CCN(S(=O)(=O)c2ccc(C(=O)OC(C)C(=O)NC3CCCCC3C)cc2)CC1 (configuration not stated) | 0.2 | -0.7 | 0.5 | 0.7 | 6.6 | -15.7 | -2.4 | 15.3 | -1.2
COc1ccc(C2C(C#N)=C(N)N(c3sc4c(c3C#N)CCCC4)C3=C2C(=O)CC(C)(C)C3)cc1OC (configuration not stated) | 0.8 | -2.2 | 0.4 | -10.8 | -2.0 | -6.6 | -0.4 | 17.7 | 9.5

New compounds follow
SMILES | M1 ag parental | M4 PAM | M4 ag | CHRM5 agonist | M4 antag | CHO-K1 Ca antag | M5 PAM | CHO-K1 Ca PAM | M5 antag
COc1ccc(NC(=O)Nc2nnc(N3CCCCC3C)s2)cc1OC (configuration not stated) | -0.3 | -7.0 | 0.4 | 0.1 | 4.0 | 8.2 | -8.7 | 13.0 | 0.5
CCCCOP(=O)(c1ccc(N(C)C)cc1)C(O)c1ccc(OC)cc1 (configuration not stated) | 1.4 | 5.4 | 3.1 | -1.4 | -3.4 | 3.0 | -3.0 | -5.5 | 11.7
Cc1ccnc(NC(=O)c2ccc(S(=O)(=O)c3ccccc3)cc2)c1 | 1.8 | -4.0 | 2.2 | -1.3 | -5.1 | -9.2 | -2.5 | 13.8 | -4.7
C/C=C(\C)CN1CCN(c2ccccc2F)CC1 | 0.8 | 3.4 | 0.2 | -0.7 | -6.3 | -13.1 | -1.3 | 9.0 | 4.8
CCCNC(=O)CN(Cc1ccco1)S(=O)(=O)c1ccc(OCC)cc1 | 1.7 | 7.2 | 4.9 | -2.3 | -4.6 | 4.0 | -9.3 | -3.0 | 12.0
O=C(CCCN1C(=O)/C(=C/c2cccs2)SC1=S)Nc1cccc(O)c1 | 9.3 | -14.5 | 14.9 | 0.9 | 13.6 | 15.2 | -9.4 | -4.8 | 24.1
COc1ccc(-c2csc(NC(=O)C3=COCCO3)n2)c(OC)c1 | -0.5 | -1.3 | -1.5 | 6.0 | -9.1 | -7.8 | -0.2 | 8.6 | -0.4
O=C(CSc1nc2[nH]ncc2c(=O)[nH]1)N1CCCCC1 | -0.3 | 20.5 | 0.8 | 3.1 | -3.9 | 4.9 | 0.5 | -8.0 | 0.2
CC(/C=C/C1[C@H](C)C[C@H](O[C@@H]2O[C@H](CO)[C@@H](O)[C@H](O)[C@H]2O)CC1(C)C)O[C@H]1O[C@H](CO)[C@@H](O)[C@H](O)[C@H]1O (some centres not stated) | 0.3 | 6.4 | 0.8 | 0.5 | -12.3 | -0.1 | 2.4 | 9.8 | 3.2
COc1cc2c(cc1OC)C(C)N(C(=O)C1COc3ccccc3O1)CC2 (configuration not stated) | 1.6 | 1.1 | 4.8 | 4.8 | -7.4 | -6.3 | -6.5 | 2.7 | 6.3
C#CCOCCOCCOCCNc1nc(N2CCN(C(=O)[C@H](CCCN=C(N)N)n3cc(C(N)[C@@H](C)CC)nn3)CC2)nc(N2CCN(C(=O)[C@H](CCC(=O)O)n3cc([C@@H](N)CCCCN)nn3)CC2)n1 (some centres not stated) | 1.0 | 7.8 | 1.2 | 7.0 | 1.9 | -8.5 | 5.9 | 11.0 | -0.9
Cc1ccc(SCCC(=O)NNC(=O)c2ccccc2F)cc1 | -0.2 | 3.9 | 2.2 | 3.8 | -1.3 | -5.0 | 0.4 | 9.2 | 13.9
COc1ccc(/C=N/N(Cc2ccccc2)c2ccccc2)cc1O | 0.8 | 11.1 | 0.8 | 0.5 | -11.5 | -26.7 | 2.7 | 12.6 | 5.7
CN(CC(=O)Nc1nc2ccccc2s1)S(=O)(=O)c1ccc(Cl)cc1 | 2.6 | 1.9 | 8.4 | 0.4 | 7.1 | -4.0 | -5.8 | 19.3 | 0.8
O=C(Nc1c2c(nn1-c1ccc(F)cc1)CS(=O)(=O)C2)c1ccc2c(c1)OCO2 | -0.2 | -3.5 | 1.6 | -0.2 | -3.3 | 7.3 | -3.4 | -6.3 | -14.1
CCN(CC)S(=O)(=O)c1cc(C(=O)OCC(=O)NC2CCCc3ccccc32)ccc1C (configuration not stated) | 2.2 | 3.1 | 2.1 | -2.4 | -39.1 | -6.8 | -4.2 | 14.9 | -0.4
COc1cccc(CNC(=O)CCC2CCCN(C(=O)c3ccoc3)C2)c1 (configuration not stated) | 3.8 | -3.0 | 10.2 | 4.3 | 0.3 | -0.8 | -4.2 | 3.4 | 14.6
O=C(OCCSCCOC(=O)C1CC=CCC1)C1CC=CCC1 (configuration not stated) | 1.5 | -0.3 | 1.1 | 4.2 | -9.8 | -9.6 | 6.1 | 16.1 | 1.7
CCC(=O)NC(=S)Nc1cccc(NC(=O)c2ccccc2Cl)c1 | 0.4 | 1.4 | 3.4 | -5.2 | 4.6 | -10.1 | 1.1 | 10.6 | -2.7
Cc1nnc(SCC2=C(C(=O)O)N3C(=O)C(NC(=O)c4cccc(F)c4F)C3SC2)s1 (configuration not stated) | 0.3 | 1.0 | 0.4 | 2.6 | 4.2 | 5.0 | 2.3 | -13.9 | 2.3
COC1C=CC=C(C)C(=O)NC2=CC(=O)C(N)=C(CC(C)CC(OC)C(O)C(C)C=C(C)C1OC(N)=O)C2=O (configuration not stated) | 0.1 | 0.1 | -0.3 | 1.1 | -1.6 | -3.7 | -6.4 | -12.1 | -3.3
CCc1cc2c(NC(Cc3c[nH]c4ccccc34)C(=O)O)nc(C)nc2s1 (configuration not stated) | -0.1 | 4.8 | 1.0 | 0.8 | -9.5 | -11.7 | -4.0 | 7.5 | 2.0
CN(C)S(=O)(=O)c1cccc(NC(=O)C2Cc3ccccc3CN2C(=O)c2ccco2)c1 (configuration not stated) | 0.4 | -1.6 | 3.8 | -2.5 | -10.5 | -18.2 | -1.0 | 25.3 | 8.4
CC1=NN(S(=O)(=O)c2ccc(C)cc2)C(=O)c2ccccc2O1 | 1.2 | -4.3 | 1.0 | -3.1 | 4.5 | -7.9 | -4.5 | 10.8 | 10.6
CC(C)CC1(C(=O)NCc2cc(F)cc(C(F)(F)F)c2)C=CCN1C(=O)c1ccccc1 (configuration not stated) | -0.8 | 6.9 | -0.6 | -9.3 | -12.1 | -2.2 | 12.7 | -20.4 | 3.4
Cc1c(C(=O)Nc2nccs2)oc2ccc(Br)cc12 | 0.2 | 9.6 | 0.8 | 2.0 | -11.0 | 0.6 | 2.4 | -7.6 | -4.3
OC(CNCC(c1ccc(Cl)cc1Cl)c1c[nH]c2ccccc12)c1ccccc1 (configuration not stated) | 15.8* | -8.4 | 13.1 | 7.4 | 13.1 | 2.1 | 6.7 | 14.6 | 6.5
CC(=O)OCC(=O)C1CCC2C3CCC4=CC(=O)C=CC4(C)C3CCC12C (configuration not stated) | 2.7 | -5.2 | 4.2 | -3.6 | -5.9 | -4.7 | -5.6 | 21.3 | 10.0
CCCSc1nnc(-c2c[nH]c3ccccc23)n1C | 0.6 | -4.4 | 3.9 | 1.2 | -14.3 | 1.4 | -4.9 | 4.0 | -0.8
COC(=O)c1ccc(/C=C/C(=O)OCC(=O)NCc2cccs2)cc1 | 0.3 | 6.4 | 2.0 | -2.4 | -22.6 | -7.4 | -5.0 | -7.0 | -2.7
CN1C(=O)Cc2cc(S(=O)(=O)NCCc3ccc(Cl)cc3)ccc21 | 1.0 | 1.7 | -0.1 | -2.9 | 0.3 | -6.1 | 2.7 | 9.4 | 4.3
